# TIM10 inh: TIM10 yeast growth inhibition | inhibition, % at 10 µM | S. cerevisiae TIM10 strain growth, BacTiter-Glo luminescence, 24 h | AID 463195 | 330,000 tested, 1.4% active;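 active = inhibition of 40% or more at the single tested concentration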;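 also: wild-type TIM10 isogenic control strain grown at permissive 25 °C; 0% = DMSO yeast wells and 100% = minimal medium wells without yeast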
# GRIN3A LBD mod: modulates the human NR3A ligand-binding domain. NR3A LBD differential scanning fluorimetry, Tm shift; 0% = protein alone, 100% = glycine-bound protein. Tm shift relative to glycine control, % at 25 µM. 340,000 tested, 2.5% active. AID 1259313;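 active = melting temperature shift of at least 10% of the positive control shift, at one fixed dose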
# tim23-1 inh: tim23-1 yeast growth inhibition. S. cerevisiae tim23-1 growth, BacTiter-Glo luminescence, 24 h. inhibition, % at 20 µM. 330,000 tested, 1.3% active. AID 463212;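 active = growth inhibition of the mutant yeast at or above 50%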;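 also: temperature-sensitive mutant grown at 25 °C; plate controls were DMSO-treated mutant yeast for no effect and medium wells lacking yeast for full effect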
# APJ antagonist: APJ receptor antagonism. CHO-K1 APJ beta-arrestin complementation, luminescence. inhibition, % at 20 µM. 330,000 tested, 0.32% active;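 active = inhibition above about 40% at 20 µM, limit read from the data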;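 also: cells challenged with 10 nM apelin-13 agonist together with compound; plate controls were apelin-13 plus DMSO wells for no effect and DMSO wells lacking apelin-13 for full effect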
# Target sequence (P35414 whole entry, looked up): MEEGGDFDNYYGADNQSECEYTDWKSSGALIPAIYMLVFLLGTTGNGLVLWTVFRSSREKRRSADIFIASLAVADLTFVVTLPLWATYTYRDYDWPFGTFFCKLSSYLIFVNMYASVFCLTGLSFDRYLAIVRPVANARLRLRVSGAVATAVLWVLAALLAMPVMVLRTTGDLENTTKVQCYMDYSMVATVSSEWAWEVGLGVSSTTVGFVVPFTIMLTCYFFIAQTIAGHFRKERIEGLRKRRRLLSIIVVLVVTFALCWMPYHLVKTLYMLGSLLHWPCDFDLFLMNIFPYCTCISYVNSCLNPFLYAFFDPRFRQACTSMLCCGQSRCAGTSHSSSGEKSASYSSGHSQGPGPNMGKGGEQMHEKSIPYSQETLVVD
# MPTP inh: inhibitors of mitochondrial permeability transition pore. isolated mouse mitochondria, Ca2+ swelling absorbance, 30 min. inhibition, % at 10 µM. 360,000 tested, 1.4% active;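 active = inhibition of 50% or more, scaled per plate between neutral and stimulator controls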;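 also: 0% = DMSO wells given calcium and 100% = 1 mM EGTA wells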
# NLRP3 yeast inh: blocks the NALP3 inflammasome reconstituted in yeast; Yeast reconstituted NLRP3/ASC/caspase-1, beta-gal luminescence, 24 h; inhibition, % at 10 µM; 330,000 tested, 0.39% active; AID 2825;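 active = inhibition of 50% or more; inactive = inhibition below 50%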;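 also: plate controls were induced DMSO wells for no effect and uninduced yeast grown without galactose for full effect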
# beta cell repl: MIN6 beta-cell proliferation induction. 330,000 tested, 0.29% active. AID 2380. MIN6 cells proliferation, ATPlite luminescence, 48 h; cells starved in 0.2% serum; 100% = growth in 10% serum. proliferation, % at 10 µM;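 active = compounds whose signal lies at least 3.5 SD above the mean of all wells on their plate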;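 also: 0% = DMSO-treated cells in low-serum medium and 100% = 10% serum control; some compounds called inactive have numbers as strong as hits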
# tim10-1 inh: growth inhibitors of tim10-1 mutant yeast. AID 463190. S. cerevisiae tim10-1 ts strain growth, BacTiter-Glo, 24 h. inhibition, % at 20 µM. 330,000 tested, 2.2% active;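 active = inhibition of at least 40%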;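 also: mutant grown at 25 °C; 0% = DMSO wells with yeast and 100% = wells holding no yeast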
# APJ ag: APJ receptor agonism | activation, % at 20 µM | 330,000 tested, 0.11% active | CHO-K1 APJ PathHunter beta-arrestin, luminescence; 0% DMSO wells, 100% apelin;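 active = activation more than six SD over the plate average, tested at 20 µM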;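 also: 0% = DMSO alone and 100% = apelin-13 at 10 nM; some results filed as inactive read as strong as hits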
#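 Test system: CHO-K1 APJ beta-arrestin complementation cell line. Amount: cell density 1000 per well. Controls: DMSO negative, 10 nM Apelin-13 positive. Signal: luminescent beta-gal fragment complementation, chemiluminescent substrate. Read-out basis: agonist-driven arrestin binding to APJ. Timing: compound stimulation 90 min at 25 °C, detection 60 min.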
# Starred values were filed as active, the others as inactive; / = no result given. The order is random. About 7.2% of those tested had a hit in this group.
SMILES,TIM10 inh,GRIN3A LBD mod,tim23-1 inh,APJ antagonist,MPTP inh,NLRP3 yeast inh,beta cell repl,tim10-1 inh,APJ ag
O=C(Nc1ccnn1C1CCN(Cc2ccccc2)CC1)C1CCCC1,8,2,0,8,0.4,7,2,-6,-1
COc1cc(Cl)c(NC2=CC(=O)C(=O)c3ccccc32)c(OC)c1,29,3,17,22,4.0,29,-7,27,0
Cc1ccc(CC(=O)Nc2ccc([N+](=O)[O-])cc2C)cc1,5,-1,20,-1,5.4,27,-1,16,-4
COc1cc(C(=O)N2CCN(c3cccc(C)c3C)CC2)cc(OC)c1OC,21,-2,42,50*,-1.8,-16,-5,42*,-4
Cn1cccc1/C=C1\SC(=S)N(Nc2ccccc2)C1=O,18,-2,40,33,3.2,21,-3,-6,-4
O=C(CCCN1C(=O)/C(=C/c2ccccc2)SC1=S)N1CCOCC1,17,2,39,-6,0.4,5,4,38,-1
Cc1ccccc1S(=O)(=O)NCc1ccc(N2CCN(C)CC2)cc1,10,-1,3,-18,0.6,-14,-1,0,-4
O=C(NCc1ccc2c(c1)OCO2)c1cccc(S(=O)(=O)N2CCCCC2)c1,28,-1,10,3,-1.4,-2,2,37,-2
O=C(NCCNC(=O)c1ccccn1)c1ccc(Cl)cc1,12,-4,-1,3,-0.6,-3,-3,-31,0
Cc1ccc(N=C(NO)c2nonc2N)cc1,-9,3,5,-3,0.3,10,-2,20,0
CC(=O)Nc1ccc(NC(=O)C(C)OC(=O)C2CCC2)cc1 (stereo not given),5,1,-9,-44,0.2,13,2,-13,-3
Cc1ccc(SCC(=O)OCC(=O)NC(C)c2ccc(F)cc2)cc1 (stereo not given),4,-1,5,15,-0.4,11,0,4,-3
CCCCCC(=O)NNC(=O)c1c(O)c2ccccc2n(CC)c1=O,7,-2,26,-14,2.3,34,-2,-3,0
O=C(NCCc1ccccc1)c1ccco1,-4,0,6,7,-2.7,11,-3,4,-4
Cc1cccc(NC(=O)c2ccc([N+](=O)[O-])o2)c1,60*,-1,8,-39,-1.1,-5,-6,58*,3
COc1ccc(C)cc1NC(=O)CCS(=O)(=O)c1cccc2nonc12,-1,2,14,-6,-1.3,3,-1,4,-3
Cc1cc(C)c2sc(N(CCCN(C)C)C(=O)c3ccc(S(=O)(=O)N(C)C4CCCCC4)cc3)nc2c1,13,5,0,32,77*,25,-7,22,-12
CCCCNC(=O)N(C)c1nncnc1C(=O)NC,-3,-3,11,4,-1.0,11,0,7,-1
Cc1nnc2n(-c3ccccc3)c(=O)c3c4c(sc3n12)CCCC4,8,-2,15,4,0.5,-6,2,33,-4
CCCCOc1ccccc1C1C(C(N)=O)=C(C)Nc2nnnn21 (stereo not given),-12,-5,0,-15,-1.0,3,-3,-22,3

# Some of the entries so far, as labelled records.
Molecule: CCCCNC(=O)N(C)c1nncnc1C(=O)NC
  TIM10 inh = -3; GRIN3A LBD mod = -3; tim23-1 inh = 11; APJ antagonist = 4; MPTP inh = -1.0; NLRP3 yeast inh = 11; beta cell repl = 0; tim10-1 inh = 7; APJ ag = -1
Molecule: Cc1ccccc1S(=O)(=O)NCc1ccc(N2CCN(C)CC2)cc1
  TIM10 inh = 10; GRIN3A LBD mod = -1; tim23-1 inh = 3; APJ antagonist = -18; MPTP inh = 0.6; NLRP3 yeast inh = -14; beta cell repl = -1; tim10-1 inh = 0; APJ ag = -4
Molecule: O=C(NCCc1ccccc1)c1ccco1
  TIM10 inh = -4; GRIN3A LBD mod = 0; tim23-1 inh = 6; APJ antagonist = 7; MPTP inh = -2.7; NLRP3 yeast inh = 11; beta cell repl = -3; tim10-1 inh = 4; APJ ag = -4

# Further records follow.
SMILES,TIM10 inh,GRIN3A LBD mod,tim23-1 inh,APJ antagonist,MPTP inh,NLRP3 yeast inh,beta cell repl,tim10-1 inh,APJ ag
CC(C)(C)OC(=O)C[C@@H]1C/C=C\C[C@H](CC(=O)N[C@H](CO)Cc2ccccc2)C(=O)N2CCC[C@H]2COC1=O,2,-2,-6,3,-2.1,14,2,-13,-2
CCOc1cc(/C=C2/C(=O)ON=C2C)ccc1OCc1ccccc1F,24,3,58*,-10,-0.9,32,-5,52*,11
Clc1ccc(NC2(c3nnnn3C3CCCCC3)CCCCC2)cc1,22,-8,-2,-5,91*,-1,-1,13,-5
Cc1ccc(C)c(S(=O)(=O)N2CCCOC2CNC(=O)C(=O)NCc2ccc3c(c2)OCO3)c1 (stereo not given),2,-3,7,11,1.1,16,-4,6,-1
O=C(O)CC/C(=N/NC(=O)CNC(=O)C(c1ccccc1)c1ccccc1)c1ccccc1,6,0,1,5,2.7,-4,0,4,0
COc1cccc2cc(C(C)N(CCCN3CCOCC3)C(=S)Nc3cccc(C)c3)oc12 (stereo not given),2,-2,18,77*,2.3,-11,-3,15,-3
CC(C)(C)OC(=O)C[C@H]1C/C=C\C[C@@H](CC(=O)N(CCO)Cc2ccccc2)C(=O)N[C@H](Cc2c[nH]c3ccccc23)COC1=O,-6,-3,-3,4,-2.7,16,-2,-9,-3
Nn1c(SCC(=O)NC2CCCCC2)nnc1-c1ccccc1F,4,1,11,-18,-1.2,5,0,12,0
CC(C)OCCCNC(=S)NNC(=O)C(c1ccccc1)c1ccccc1,15,1,2,9,-1.2,9,-3,7,0
O=C1c2nc3cc(-c4ccco4)[nH]n3c(=O)c2CN1C1CCCCC1,3,2,-7,-2,-2.4,9,-3,-10,2
CCCCC(=O)NC1(C(F)(F)F)C(=O)Nc2c1c(=O)n(C)c(=O)n2C (stereo not given),0,1,7,-13,-0.7,13,0,5,-3
COc1ccc(OC)c2sc(N(CCCN(C)C)C(=O)c3ccc(S(=O)(=O)N4CCc5ccccc5C4)cc3)nc12,12,/,-1,-59,/,20,-7,6,45*
O=C(Nc1ccn(Cc2ccccc2F)n1)c1ccc(COc2ccc(Br)cc2)cc1,4,-3,5,-7,4.9,24,-5,7,-1
C=CCNC(=O)Nc1ccc(Cl)cn1,-1,-1,4,1,0.8,18,2,24,-3
O=C(COc1cccc2c1CCN(Cc1ccc(Cl)cc1)C2=O)N1CCOCC1,-1,-1,15,9,4.3,6,-1,11,-5
CCCc1cc(=O)[nH]c(SCC(=O)c2c(N)n(CC(C)C)c(=O)n(C)c2=O)n1,-7,-1,-14,18,0.7,8,-6,-21,-1
COc1cccc(NC(=O)OCCN2CCN(Cc3ccccc3)CCC2=O)c1,-7,3,3,19,-1.3,4,-2,-10,-4
Cc1ccc(NC(=O)Cn2nnc(C(=O)NCc3cccs3)c2N)cc1,-11,-1,-3,8,1.3,1,1,-20,-2
Cc1ccc2cc(C)c(N3CCN(c4ccc(F)cc4)CC3)nc2c1,-4,2,10,-12,0.5,8,-3,29,0
NC(N)=NC1=NC(=O)/C(=C/c2ccccc2-n2cccn2)S1,14,1,3,30,5.7,5,1,3,-1
CN(C)CCOc1ccc2c(c1)Sc1ccccc1CC2=O,-2,-6,13,21,-0.9,13,0,7,-2
O=C(NCCN1CCOCC1)c1cn(-c2ccccc2)nc1-c1cccs1,-1,-2,13,1,-0.7,9,1,25,1
Cc1[nH]c2ccccc2c1C(=O)CN1CCCC(C)C1 (stereo not given),-4,-2,7,-2,-0.2,13,-4,17,-2
COc1ccc2c(c1)OC[C@H]1[C@@H]2N2C(=O)[C@@H](C)NC(=O)[C@@]2(C)[C@H]1c1ccccc1,1,-1,10,0,-0.6,13,3,-6,-1
Cc1c(C(=O)OCCOc2ccc(Br)cc2)sc(=S)n1C,-4,-3,25,0,1.7,28,3,20,-3
CC(C)CCNC(=O)c1onc(CSc2ccc(F)c(F)c2)c1C(=O)NCCC(C)C,-10,-7,5,3,2.9,7,-8,22,-5
Cc1ccc([N+](=O)[O-])cc1S(=O)(=O)Nc1ccc(OCC(=O)N2CCOCC2)cc1,0,-3,-2,-29,-1.8,11,-2,-21,5
CC(C)CCNC(=O)CN(C(=O)CCC(=O)Nc1ccccn1)c1ccc2c(c1)OCO2,-2,-4,-1,3,2.4,17,0,-22,1
CC1CCCN(C(=O)C2CCN(S(=O)(=O)c3ccccc3)CC2)C1 (stereo not given),-6,-2,-1,13,0.0,3,-4,3,2
CC(CCC(=O)O)C1CC[C@H]2C3CCC4CC(=O)CCC4(C)[C@H]3CC(=O)C12C (stereo not given in full),8,1,8,5,1.4,11,-2,33,-3
CS(=O)(=O)Nc1ccc(C(=O)CSc2nnc(C3CC3)n2C2CC2)cc1,6,2,11,20,-0.8,28,-2,1,7
COc1ccc(CNC(=O)CN(C(=O)c2csnn2)c2cccc(C(C)=O)c2)cc1,6,-4,0,20,0.2,2,-3,-14,0
O=C(O)c1cc(NC(=O)c2ccc3c(c2)C(=O)N(Cc2cccnc2)C3=O)cc(C(=O)O)c1,13,0,-3,9,-0.5,5,4,-3,-1
CCOc1ccccc1N(C(=O)Cn1nnnc1-c1ccc(C)o1)C(CC)C(=O)NC(C)(C)C (stereo not given),37,1,27,3,-0.3,11,0,20,-4
O=C1Nc2ncccc2OC1CCO (stereo not given),-9,1,0,8,-3.3,14,0,14,-3
CCc1ccc(CNCc2cccnc2)cc1,-6,1,-6,5,-1.2,10,1,14,-3
CCc1ccc2[nH]c(=O)c(CN(Cc3ccco3)C(=S)NCC3CCCO3)cc2c1 (stereo not given),8,1,27,-19,-1.2,13,-3,38,-1
O=C(COC(=O)Cc1ccc(S(=O)(=O)N2CCCCC2)s1)Nc1ccc2c(c1)OCO2,12,1,15,-11,3.3,14,1,18,6

# An excerpt from above in order of length of the SMILES, rising:
SMILES,TIM10 inh,GRIN3A LBD mod,tim23-1 inh,APJ antagonist,MPTP inh,NLRP3 yeast inh,beta cell repl,tim10-1 inh,APJ ag
O=C(NCCN1CCOCC1)c1cn(-c2ccccc2)nc1-c1cccs1,-1,-2,13,1,-0.7,9,1,25,1
CCc1ccc2[nH]c(=O)c(CN(Cc3ccco3)C(=S)NCC3CCCO3)cc2c1 (stereo not given),8,1,27,-19,-1.2,13,-3,38,-1
O=C(COC(=O)Cc1ccc(S(=O)(=O)N2CCCCC2)s1)Nc1ccc2c(c1)OCO2,12,1,15,-11,3.3,14,1,18,6

# Screens as filed in PubChem BioAssay.
